ABCB1 block – ABCB1 efflux pump inhibitors, primary screen, cell-based, multiplex, flow cytometry, ABCG2 counter-screen | ATP-dependent translocase ABCB1 (Homo sapiens), P08183 | CCRF-Adr cells, JC-1 efflux | inhibition, % at 6.6 µM | actives 0.067% (n = 190,000); in the data active = inhibition above about 40%;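 also: 0% = vehicle and 100% = reference inhibitor; higher value means more JC-1 retained so stronger ABCB1 efflux block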
Bcl-XL Bim block – inhibitors of Bim-Bcl-XL binding, primary screen, biochemical, multiplexed, bead flow cytometry, human Bcl-XL; Bcl-2-like protein 1 (Homo sapiens), Q07817; Bim peptide-Bcl-XL binding, fluorescence; inhibition, % at 10 µM; actives 0.04% (n = 190,000); AID 1007, 2008
Target sequence (Q07817 whole entry, looked up): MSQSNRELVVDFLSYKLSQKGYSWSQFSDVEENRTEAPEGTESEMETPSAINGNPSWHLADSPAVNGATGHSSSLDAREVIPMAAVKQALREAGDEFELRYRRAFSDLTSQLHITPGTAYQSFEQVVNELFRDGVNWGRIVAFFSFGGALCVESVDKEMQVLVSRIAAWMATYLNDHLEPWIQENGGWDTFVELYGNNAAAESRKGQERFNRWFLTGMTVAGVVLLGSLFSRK
GSH bead fluor – compound fluorescence on glutathione beads, profiling panel, artefact control, biophysical, 488/530 nm, flow cytometry | actives 0.25% (n = 190,000) | fluorescence (KMESF) at 10 µM | GSH beads flow cytometry, compound fluorescence 488/530 nm; stronger effect = higher value; in the data active = fluorescence above about 89;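 also: glutathione beads carrying GST-tagged Bcl family fusion proteins plus one bare bead set; values are compound well signal with DMSO vehicle wells as background; inactives centre near 16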
Bim-Bfl-1 – inhibitors of Bim binding to Bfl-1, primary screen, biochemical, multiplexed, bead-based flow cytometry; Bcl-2-related protein A1 (Homo sapiens), Q16548; Bim-Bfl-1 binding inhibition; inhibition, % at 10 µM; actives 0.12% (n = 190,000);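 also: 0% = wells without compound plus tracer and 100% = blocker peptide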
ABCG2 block – ABCG2 efflux pump inhibitors, primary screen, multiplex with ABCB1, IgMXP3 cells, flow cytometry; Broad substrate specificity ATP-binding cassette transporter ABCG2 (Homo sapiens), Q9UNQ0; JC-1 efflux; inhibition, % at 6.6 µM; actives 0.1% (n = 190,000); AID 1325, 2008;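 active = inhibition above 80%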;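 also: 0% = DMSO and 100% = nicardipine control wells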
Target sequence (Q9UNQ0 whole entry, looked up): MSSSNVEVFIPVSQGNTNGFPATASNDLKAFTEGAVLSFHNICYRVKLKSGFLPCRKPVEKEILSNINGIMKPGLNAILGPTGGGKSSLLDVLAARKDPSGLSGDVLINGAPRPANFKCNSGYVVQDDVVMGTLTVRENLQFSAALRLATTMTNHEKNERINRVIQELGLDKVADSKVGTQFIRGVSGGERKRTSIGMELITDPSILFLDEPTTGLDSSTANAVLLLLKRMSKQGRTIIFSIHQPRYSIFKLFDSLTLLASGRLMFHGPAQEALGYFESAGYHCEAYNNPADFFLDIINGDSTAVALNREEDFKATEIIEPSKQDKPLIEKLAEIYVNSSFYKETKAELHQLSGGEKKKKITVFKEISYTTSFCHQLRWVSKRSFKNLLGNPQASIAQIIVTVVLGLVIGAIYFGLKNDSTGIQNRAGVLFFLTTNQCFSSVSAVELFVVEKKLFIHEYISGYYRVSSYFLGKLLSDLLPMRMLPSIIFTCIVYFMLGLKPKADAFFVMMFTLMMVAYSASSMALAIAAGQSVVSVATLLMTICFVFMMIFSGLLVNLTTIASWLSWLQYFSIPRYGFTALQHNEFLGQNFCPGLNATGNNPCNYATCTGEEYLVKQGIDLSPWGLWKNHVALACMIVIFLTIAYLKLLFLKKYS
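Times: 10 min at 25 °C | Test system: Two drug-resistant human cell lines, ABCG2 and ABCB1 | Quantity: 3 million cells/mL final, two lines in 1:1 ratio | Signal: Flow cytometry, 530 nm JC-1 signal | Dosing: Compound at 6.6 µM | Controls: Nicardipine and DMSO wells | Reagent: JC-1 as fluorescent efflux pump substrate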
RGS4-Gao reg – modulators of RGS4 binding to Galphao, primary screen, biochemical, multiplexed bead flow cytometry | actives 0.33% (n = 220,000) | actives lie on both sides | binding response (% of control), % at 10 µM; in the data active = binding response below about 49% or above about 150%; inactive = in between;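 also: fluorescent Galphao activated with aluminum fluoride binding bead-coupled RGS4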
RGS7-Gao reg – RGS7-Galphao binding modulators, primary screen, biochemical, multiplexed bead flow cytometry; actives 0.35% (n = 220,000); AID 1439, 2008; binding response (% of control), % at 10 µM; Guanine nucleotide-binding protein G(o) subunit alpha (Homo sapiens), P09471; actives lie on both sides; in the data active = binding response below about 49% or above about 150%; inconclusive = no clear call, values can overlap the other calls; inactive = in between;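 also: fluorescent Galphao held in activated GDP-AlF4 state binding bead-coupled RGS7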
Bcl-B Bim block – inhibitors of Bim-Bcl-B binding, primary screen, biochemical, multiplexed, human Bcl-2 family; bead-based flow cytometry, Bim peptide-Bcl-B binding; AID 951, 2007; inhibition, % at 10 µM; actives 0.073% (n = 190,000); Bcl-2-like protein 10 (Homo sapiens), Q9HD36;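 also: 0% = tracer peptide without compound and 100% = reference inhibitor peptide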
Bim-Bcl-2 – inhibitors of Bim-Bcl-2 binding, primary screen, biochemical, multiplexed, human Bcl-2 family. Apoptosis regulator Bcl-2 (Homo sapiens), P10415. Bead-based flow cytometry, Bim peptide-Bcl-2 binding. inhibition, % at 10 µM. actives 0.06% (n = 190,000). AID 950, 2007; in the data active = inhibition above about 40%; inconclusive = no clear call, values can overlap the other calls;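 also: 0% = no compound wells with probe peptide and 100% = reference peptide inhibitor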
Bcl-W Bim block – inhibitors of Bim binding to Bcl-W, primary screen, biochemical, multiplexed, bead-based flow cytometry; actives 0.02% (n = 190,000); Bcl-2-like protein 2 (Homo sapiens), Q92843; inhibition, % at 10 µM; Bim peptide-Bcl-W binding;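 also: 0% = bound tracer without compound and 100% = peptide blocker; higher means less fluorescent Bim peptide bound to Bcl-W beads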
Target sequence (Q92843 whole entry, looked up): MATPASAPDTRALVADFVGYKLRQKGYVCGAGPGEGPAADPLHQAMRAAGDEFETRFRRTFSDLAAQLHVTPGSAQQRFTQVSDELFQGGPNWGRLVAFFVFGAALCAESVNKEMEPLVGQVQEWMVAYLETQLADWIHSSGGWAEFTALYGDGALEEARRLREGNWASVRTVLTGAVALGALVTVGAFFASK
Avidin bead fluor – green autofluorescence of compounds with avidin beads – biophysical, 488/530 nm, flow cytometry, artefact control, profiling panel; compound fluorescence 488/530 nm; stronger effect = higher value; fluorescence (KMESF) at 10 µM; actives 0.38% (n = 220,000); AID 1775, 2009; in the data active = fluorescence above about 47; also: inactives centre near 10
* marks the source's active call; other numbers are inactive results; u = inconclusive; x = no result given. Rule as the data show it, unless noted: active = inhibition above about 40%.

SMILES	ABCB1 block	Bcl-XL Bim block	GSH bead fluor	Bim-Bfl-1	ABCG2 block	RGS4-Gao reg	RGS7-Gao reg	Bcl-B Bim block	Bim-Bcl-2	Bcl-W Bim block	Avidin bead fluor
Cc1ccc(S(=O)(=O)/N=C(\c2ccccc2)N(C)S(=O)(=O)c2ccccc2)cc1	3.0	-10.0	10	-5.0	11.1	105.0	104.2	-14.0	-11.0	-7.0	14
CCn1c(=O)c(=O)[nH]c2cc(C(=O)NC3CC3)ccc21	0.2	-4.0	15	-3.0	7.5	104.3	104.0	0.0	-2.0	-3.0	8
COc1ccc2cc(CN(Cc3ccco3)Cc3nnnn3C3CCCCC3)c(=O)[nH]c2c1	0.8	-2.0	27	-9.0	3.4	99.5	103.5	-6.0	-2.0	2.0	3
Cc1cc(NC(=O)c2cnn3cccnc23)nn1CC(=O)Nc1cccnc1	0.1	-4.0	40	-13.0	1.7	99.3	95.2	-6.0	-9.0	0.0	14
CC(=O)Nc1ccccc1C(=O)N1CCN(Cc2ccccc2)CC1	0.2	-6.0	10	-6.0	-0.1	99.8	92.6	-6.0	-3.0	-3.0	11
CCOc1ccccc1NC(=O)NS(=O)(=O)c1ccc(C)cc1	2.6	1.0	46	0.0	2.8	95.0	94.4	-3.0	-3.0	0.0	7
Cn1c2c(c(=O)n(C)c1=O)C(c1cccc([N+](=O)[O-])c1)Nc1ccccc1O2 (stereo unspecified)	1.1	0.0	13	-6.0	7.6	102.1	98.3	-5.0	-5.0	3.0	8
CS(=O)(=O)NCc1ccc(C(=O)NC2CCCCC2)cc1	0.2	-3.0	8	-11.0	2.4	104.5	102.9	-8.0	-8.0	0.0	12
COP(=O)(OC)c1nc(-c2cccc3ccccc23)oc1N1CCCCC1	0.9	-1.0	17	-6.0	12.1	95.9	u	-8.0	-3.0	-3.0	8
NC(=S)N/N=C1\CC(n2nnnc2-c2ccccc2Cl)C2COC1O2 (stereo unspecified)	0.8	-4.0	14	-3.0	9.0	99.3	104.4	-5.0	-4.0	-2.0	11
Cc1ccc(NC2=NCC(=O)N2C2CCCC2)cc1C	0.3	-4.0	22	-3.0	0.9	100.5	105.4	-3.0	1.0	-3.0	12
O=C(CSCc1ccccc1)Nc1ccc2c(c1)C(=O)NC2=O	0.2	-2.0	9	5.0	13.8	103.3	109.1	2.0	-1.0	0.0	11
COc1ccc(-c2csc(N(CC3CCCO3)C(=O)c3ccc(C)cc3)n2)cc1 (stereo unspecified)	0.5	0.0	16	-2.0	5.8	101.3	103.0	1.0	-1.0	1.0	5
Cn1c(SCC(=O)Nc2ccc3c(c2)OCCO3)nnc1-c1ccccn1	0.2	-7.0	48	-15.0	3.8	94.5	94.8	-6.0	-9.0	-3.0	6
O=C(NCCc1ccccc1)C1CCCN(S(=O)(=O)c2cnc[nH]2)C1 (stereo unspecified)	0.0	-2.0	17	-11.0	0.1	105.2	107.2	-5.0	-5.0	-1.0	7
CCOC(=O)C1CCCc2c1[nH]c1c(C(=O)O)cccc21 (stereo unspecified)	-2.6	0.0	28	-11.0	-2.5	100.8	101.3	-9.0	-6.0	-4.0	6
O=C(CSc1nnnn1C1CCCCC1)Nc1nc2c(s1)CCCC2	0.4	-3.0	16	-1.0	3.4	101.5	100.7	-2.0	-1.0	0.0	20
CCCCC1(O)CC(C(F)(F)F)=NN1C(=O)COc1ccccc1 (stereo unspecified)	0.4	3.0	20	1.0	1.8	100.9	99.4	1.0	-4.0	3.0	6
CC1=C/C(=N\NC(=O)c2cccs2)CC(C)(C)C1	-0.3	-5.0	23	-2.0	0.9	96.7	98.4	-5.0	-4.0	0.0	8
CN1CCN(NC(=O)c2cn(-c3ccccc3)nc2-c2cccs2)CC1	1.1	-5.0	12	-13.0	5.2	104.5	106.4	-9.0	-7.0	-2.0	25
COc1cccc(C(=O)Nc2cccnc2)c1	0.2	-6.0	7	-9.0	1.3	93.4	100.5	-3.0	-6.0	-2.0	9
CC(C(=O)NCc1ccc2c(c1)OCO2)c1ccc([N+](=O)[O-])cc1 (stereo unspecified)	-0.6	-2.0	14	-1.0	1.1	99.4	97.1	-2.0	0.0	1.0	7
COc1ccc(Cc2c(Cl)ncnc2Cl)cc1	0.3	-6.0	16	-9.0	-0.3	102.4	103.0	-10.0	-4.0	-6.0	14
Brc1ccc(CSc2ccc3nnc(-c4cccnc4)n3n2)cc1	2.1	1.0	21	-4.0	16.9	88.2	89.0	-1.0	-4.0	-1.0	5
O=C(NCCc1ccccn1)C(F)(F)C(F)(F)C(F)(F)C(F)(F)C(F)(F)C(F)(F)C(F)(F)C(F)F	0.8	-8.0	11	-3.0	17.5	102.8	98.9	-9.0	-5.0	-6.0	24

3 compounds already listed, sorted by number of heavy atoms, highest first:
SMILES	ABCB1 block	Bcl-XL Bim block	GSH bead fluor	Bim-Bfl-1	ABCG2 block	RGS4-Gao reg	RGS7-Gao reg	Bcl-B Bim block	Bim-Bcl-2	Bcl-W Bim block	Avidin bead fluor
COP(=O)(OC)c1nc(-c2cccc3ccccc23)oc1N1CCCCC1	0.9	-1.0	17	-6.0	12.1	95.9	u	-8.0	-3.0	-3.0	8
CC(=O)Nc1ccccc1C(=O)N1CCN(Cc2ccccc2)CC1	0.2	-6.0	10	-6.0	-0.1	99.8	92.6	-6.0	-3.0	-3.0	11
Brc1ccc(CSc2ccc3nnc(-c4cccnc4)n3n2)cc1	2.1	1.0	21	-4.0	16.9	88.2	89.0	-1.0	-4.0	-1.0	5

Later entries
SMILES	ABCB1 block	Bcl-XL Bim block	GSH bead fluor	Bim-Bfl-1	ABCG2 block	RGS4-Gao reg	RGS7-Gao reg	Bcl-B Bim block	Bim-Bcl-2	Bcl-W Bim block	Avidin bead fluor
CCOc1cc(/C=C2\SC(=S)N(NC(=O)c3cccnc3)C2=O)ccc1O	-0.3	1.0	10	4.0	4.6	101.1	101.0	-6.0	0.0	4.0	13
CNc1nc2c(c(=O)[nH]c(=O)n2C)n1CCOC	-0.1	6.0	28	-12.0	-0.4	95.0	93.3	-3.0	-6.0	2.0	9
COc1cc(COCC(O)CN2CCN(Cc3ccc4c(c3)OCO4)CC2)cc(OC)c1OC (stereo unspecified)	0.9	1.0	68	0.0	0.8	98.4	96.0	0.0	-1.0	-3.0	x
CCc1c(C)sc(NC(=O)c2cccs2)c1C#N	-0.3	2.0	7	5.0	-1.5	101.4	103.4	-8.0	2.0	1.0	3
O=C(COC(=O)c1ncc(Cl)c(Cl)c1Cl)NC(=O)NCc1ccccc1	0.6	-3.0	21	-10.0	2.4	102.3	102.4	-7.0	-7.0	-2.0	7
CCOc1ccc(/C=N/NC(=O)c2ccc(Cn3cc([N+](=O)[O-])cn3)o2)cc1	0.4	-2.0	16	-5.0	7.5	98.0	101.8	0.0	-1.0	-2.0	28
COc1ccc(N(CCC#N)C(=O)/C(C#N)=C/c2cccs2)cc1	0.4	0.0	15	3.0	0.4	92.5	93.9	-3.0	3.0	-5.0	4
COc1ccc(Cc2nnc(NC(=O)CSc3ccc(C)cc3)s2)cc1OC	0.0	-2.0	17	-2.0	0.6	91.4	92.6	-4.0	-6.0	-3.0	5
Nc1ncc(-c2ccccc2)n1CC1CCCO1 (stereo unspecified)	-0.1	-4.0	13	-12.0	-1.3	100.5	98.0	-7.0	-9.0	0.0	9
O=C(Nc1ccc2nc(-c3ccc4nc[nH]c4c3)[nH]c2c1)c1cccs1	-0.6	3.0	27	0.0	-1.9	105.7	105.3	5.0	-3.0	6.0	2
CCC(C)[C@H](NC(=O)NCc1ccc(Cl)cc1)C(=O)OC (stereo partly specified)	0.3	-6.0	41	-10.0	0.4	99.0	102.9	-7.0	-6.0	4.0	18
O=C1CC(=C(c2ccccc2)c2ccccc2)C(=O)N1CCN1CCN(c2cccc(Cl)c2)CC1	2.1	-7.0	12	-2.0	20.1	100.7	106.5	-1.0	-4.0	-10.0	32
Cc1[nH][nH]c(=O)c1/C=N/N1CCOCC1	0.0	-1.0	9	-5.0	0.8	100.0	u	-7.0	-2.0	-1.0	14
c1ccc2c(c1)ncn2-c1ccc(-c2ccnc(-c3ccncc3)n2)cc1	-0.3	0.0	16	0.0	0.8	97.5	97.8	3.0	0.0	-2.0	7
Cc1ccc(S(=O)(=O)Nc2ccc(N3CCOCC3)cc2)cc1[N+](=O)[O-]	0.3	3.0	13	-2.0	-0.2	100.2	u	0.0	1.0	2.0	14
CCN1C(=O)/C(=C\C(=O)c2cccs2)c2cc(Br)ccc21	1.8	-5.0	9	-5.0	15.5	101.7	97.9	-5.0	0.0	-6.0	9
O=C(Nc1ccc2c(c1)nc1n2CCCCC1)c1cc(S(=O)(=O)N2CCOCC2)ccc1Cl	0.1	-5.0	17	-2.0	1.4	86.9	96.0	-9.0	-6.0	-8.0	16
Cc1nnc2ccc(-c3ccc(NC(=O)c4ccco4)cc3)nn12	0.1	5.0	5	-4.0	2.6	87.4	96.1	5.0	-2.0	2.0	19
CCOC(=O)C1CCN(c2nc(-c3ccc(Br)cc3)nc3ccccc23)CC1	0.0	-3.0	16	-7.0	0.8	96.3	96.2	-7.0	-5.0	-4.0	11
CC(C)NS(=O)(=O)c1ccc(OCC(=O)Nc2ccc(F)cc2F)cc1	0.5	-1.0	8	0.0	1.9	105.4	103.3	0.0	2.0	0.0	14
CCOc1cc(S(=O)(=O)NCc2cccnc2)c(C)cc1C	0.2	0.0	16	-4.0	3.1	90.3	88.6	-1.0	0.0	-1.0	7
COc1cc(/C=C/c2ccc3cccc([N+](=O)[O-])c3n2)ccc1OCC(=O)O	0.0	9.0	10	0.0	-1.2	101.2	104.0	9.0	5.0	10.0	20
CCCCC(=O)NCCNc1nc2c(c(=O)n(C)c(=O)n2C)n1Cc1ccc(F)cc1	1.6	-1.0	6	-3.0	8.7	100.9	104.0	0.0	3.0	0.0	12
CCOC(=O)N1CCN(C(=O)CSCC(=O)Nc2nc(-c3ccc(-c4ccccc4)cc3)cs2)CC1	0.8	2.0	22	5.0	1.2	100.8	97.9	1.0	0.0	2.0	4
COc1cc2c(cc1OC)-c1cc(Nc3ccc4c(c3)OCCO4)nc(=O)n1CC2	0.8	2.0	50	-7.0	1.7	97.1	99.1	5.0	-2.0	15.0	11
COc1cccc(NC(=S)N2CCN(Cc3ccccc3)CC2)c1	-0.1	-6.0	13	-10.0	0.2	104.5	102.7	0.0	-3.0	-3.0	11
CCC(Sc1nc2ccccc2c2nc3ccccc3n12)C(=O)NCc1ccco1 (stereo unspecified)	6.7	-8.0	19	-17.0	30.1	93.8	95.8	-12.0	-8.0	0.0	10

Screening results (PubChem)
